From PubChem BioAssay
HRas wt GTP – modulators of GTP binding to HRas wildtype, primary screen, biochemical, bead-based flow cytometry, multiplex; GTPase HRas (Homo sapiens), P01112; GST-Ras wt beads, Bodipy-FL-GTP binding; actives lie on both sides; GTP binding activity, % at 10 µM; 190,000 compounds, 0.14% hits; AID 759, 2007;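 active = GTP binding activity at least 20% away from the 100% baseline, either lowered as inhibitor or raised as activator; inconclusive = flagged as likely green fluorescent, judged across all proteins in the well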;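 note: 0% = unlabeled GTP competition control and 100% = no-compound control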
Target sequence (P01112 whole entry, looked up): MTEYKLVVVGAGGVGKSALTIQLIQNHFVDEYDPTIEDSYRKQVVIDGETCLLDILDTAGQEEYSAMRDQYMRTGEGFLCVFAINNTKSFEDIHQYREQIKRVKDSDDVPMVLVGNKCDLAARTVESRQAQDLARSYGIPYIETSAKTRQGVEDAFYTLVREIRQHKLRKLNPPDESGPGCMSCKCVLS
Rab7 wt GTP bind – modulators of GTP binding to Rab7, primary screen, biochemical, wildtype, multiplex bead flow cytometry; 190,000 compounds, 0.055% hits; Rab7 GTPase wild type (dog), Bodipy-FL-GTP binding; GST-Rab7 beads, fluorescent GTP binding; actives lie on both sides; untreated = 100%, excess cold GTP = 0%; GTP binding activity (percent of control), % at 10 µM; AID 758, 2007;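 active = fluorescent GTP binding to Rab7 beads changed by at least 20 points from the 100% baseline, either direction, mostly lower; inconclusive = compound itself probably fluorescent, or too few beads counted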;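 note: median green fluorescence of bound Bodipy-FL-GTP per Rab7 bead population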
Mcl-1 Bim block – inhibitors of Bim peptide binding to Mcl-1, primary screen, biochemical, bead-based flow cytometry, multiplex; Induced myeloid leukemia cell differentiation protein Mcl-1 (Homo sapiens), Q07820; Bim peptide-Mcl-1 binding; inhibition, % at 10 µM; 190,000 compounds, 0.1% hits; in the data active = inhibition above about 40%;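 note: 0% = no compound tracer wells and 100% = peptide blocker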
Target sequence (Q07820 whole entry, looked up): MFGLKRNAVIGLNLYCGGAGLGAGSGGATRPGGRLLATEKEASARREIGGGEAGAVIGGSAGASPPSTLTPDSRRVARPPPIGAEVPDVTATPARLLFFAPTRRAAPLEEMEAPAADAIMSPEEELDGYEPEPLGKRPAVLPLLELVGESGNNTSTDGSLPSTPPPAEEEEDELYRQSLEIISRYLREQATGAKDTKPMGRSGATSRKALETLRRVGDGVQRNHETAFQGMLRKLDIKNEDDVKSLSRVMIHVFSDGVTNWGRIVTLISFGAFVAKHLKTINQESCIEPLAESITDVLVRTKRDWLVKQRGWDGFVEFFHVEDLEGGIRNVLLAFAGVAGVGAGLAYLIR
Rab2A wt mod – modulators of GTP binding to Rab2A wildtype, primary screen, biochemical, dog, bead-based flow cytometry, multiplex. GST-Rab2 wt beads, Bodipy-GTP binding. GTP binding activity, % at 10 µM. 190,000 compounds, 0.19% hits;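 active = GTP binding activity at least 20 points away from 100%, either lowered or raised; inconclusive = signal likely due to the compound's own green fluorescence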;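 note: 0% = beads with excess unlabeled GTP and 100% = no-compound control corrected for plate trend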
Pf gametocyte – late stage P. falciparum gametocyte viability inhibitors, primary screen, ATP luminescence, HTS; P. falciparum stage V gametocytes, 24 h; inhibition, % at 10.9 µM; 150,000 compounds, 0.065% hits; AID 743093, 2013;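 active = inhibition above the mean plus 3 SD of compounds within the control limits, set per campaign, cut at about 38% in these data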;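 note: 0% = DMSO wells and 100% = medium only without gametocytes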
Mcl1-Bid inh – Mcl-1/Bid binding inhibitors, primary screen, biochemical, TR-FRET, 1536-well; Induced myeloid leukemia cell differentiation protein Mcl-1 (Homo sapiens), Q07820; TR-FRET Mcl-1/Bid-Dy647 peptide binding; inhibition, % at 21.7 µM; 220,000 compounds, 0.97% hits;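 active = compounds that cut the binding signal by more than half at the single screening dose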;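 note: His-tagged Mcl-1 with europium anti-His antibody binding Bid BH3 peptide; 0% = Mcl-1 plus peptide wells and 100% = peptide-only wells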
Mcl1 Noxa PPI – Mcl-1/Noxa binding inhibitors, primary screen, biochemical, TR-FRET, 1536-well; Induced myeloid leukemia cell differentiation protein Mcl-1 (Homo sapiens), Q07820; TR-FRET Mcl-1/Noxa peptide binding, 2 h; inhibition, % at 21.7 µM; 220,000 compounds, 1.5% hits; AID 1022, 2008;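 active = compounds that cut the protein-peptide binding signal by more than 50% relative to plate controls in a single-dose test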;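 note: His-tagged Mcl-1 with rhodamine Noxa BH3 peptide and terbium anti-His antibody; 0% = Mcl-1 plus Noxa peptide wells and 100% = peptide-only wells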
Rac1 act GTP bind – GTP binding modulators of activated mutant Rac1, primary screen, biochemical, bead-based flow cytometry, multiplex, fluorescent GTP; percent activity (GTP binding), % at 10 µM; 190,000 compounds, 0.11% hits; Ras-related C3 botulinum toxin substrate 1 (Homo sapiens), P63000; GST-Rac1 activated beads; actives lie on both sides; 100% means binding = to untreated wells; AID 764, 2007;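 active = GTP binding at least 20 percentage points away from the 100% baseline, in either direction, so actives lie on both sides; inconclusive = Compound likely fluorescent itself, or too few beads counted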
Rac1 wt modul – wildtype Rac1 GTP binding modulators, primary screen, biochemical, GST-Rac1 beads, flow cytometry, multiplex; 190,000 compounds, 0.27% hits; GTP binding activity (% of control), % at 10 µM; fluorescent GTP binding; actives lie on both sides; 0 = cold GTP competed, 100 = untreated; AID 757, 2007;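 active = GTP binding activity at least 20 points away from the 100% control level, either lower or higher; inconclusive = compound flagged as likely green fluorescent, judged across all proteins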
Cdc42 wt GTP – modulators of GTP binding to wildtype Cdc42, primary screen, biochemical, multiplex bead flow cytometry, Bodipy-GTP. Cell division control protein 42 homolog (Homo sapiens), P60953. GST-Cdc42 beads; actives lie on both sides. percent activity (GTP binding), % at 10 µM. 190,000 compounds, 0.2% hits;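 active = percent activity GTP binding at least 20 points away from the 100% baseline, either down as inhibitor or up as activator; inconclusive = compound flagged as likely green fluorescent from well-wide comparison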;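 note: median bead fluorescence of bound Bodipy-FL-GTP at 100 nM; 0% = excess unlabeled GTP control and 100% = no compound control; below 100% means less GTP binding so inhibitor and above means activator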
Target sequence (P60953 whole entry, looked up): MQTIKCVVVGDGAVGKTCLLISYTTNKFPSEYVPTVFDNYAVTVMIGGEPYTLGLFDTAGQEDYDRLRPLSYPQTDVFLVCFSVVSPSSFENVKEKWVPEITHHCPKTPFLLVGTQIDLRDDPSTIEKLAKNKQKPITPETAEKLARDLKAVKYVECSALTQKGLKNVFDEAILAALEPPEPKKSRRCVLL
RGS8-Gao reg – RGS8-Galphao binding modulators, primary screen, biochemical, multiplexed bead flow cytometry; Guanine nucleotide-binding protein G(o) subunit alpha (Homo sapiens), P09471; actives lie on both sides; response (percent of control binding), % at 10 µM; 220,000 compounds, 0.34% hits; AID 1423, 2008; in the data active = response below about 60% or above about 140%; inactive = in between;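 note: Galphao activated as the GDP aluminium fluoride complex binding bead-coupled RGS8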
Target sequence (P09471 whole entry, looked up): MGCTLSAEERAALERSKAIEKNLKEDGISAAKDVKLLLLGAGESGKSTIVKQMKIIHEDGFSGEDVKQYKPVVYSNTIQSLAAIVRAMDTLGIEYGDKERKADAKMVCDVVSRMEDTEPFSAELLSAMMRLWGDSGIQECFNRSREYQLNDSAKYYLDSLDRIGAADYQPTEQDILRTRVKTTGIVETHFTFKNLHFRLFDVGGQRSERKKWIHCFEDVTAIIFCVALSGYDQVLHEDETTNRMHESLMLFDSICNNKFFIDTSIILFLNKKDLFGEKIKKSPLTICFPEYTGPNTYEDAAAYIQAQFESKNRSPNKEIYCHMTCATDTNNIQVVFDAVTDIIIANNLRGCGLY
* hit, by the source's call.

What do the screens show for `CCC(C)c1ccccc1OCCCCN1CCCC1` (stereo unspecified)?
HRas wt GTP: 100; Rab7 wt GTP bind: 97; Mcl-1 Bim block: -3; Rab2A wt mod: 101; Mcl1-Bid inh: 11; Mcl1 Noxa PPI: 24; Rac1 act GTP bind: 100; Rac1 wt modul: 106; Cdc42 wt GTP: 98; RGS8-Gao reg: 103

What do the screens show for `CN(Cc1ccccc1)C(=O)c1cccc(NC(=O)c2ccco2)c1`?
HRas wt GTP: 96; Rab7 wt GTP bind: 98; Mcl-1 Bim block: -5; Rab2A wt mod: 94; Pf gametocyte: -19; Mcl1-Bid inh: -3; Mcl1 Noxa PPI: 7; Rac1 act GTP bind: 95; Rac1 wt modul: 94; Cdc42 wt GTP: 96; RGS8-Gao reg: 99

Results for O=C(c1ccc(COc2c(F)c(F)c(F)c(F)c2F)o1)N1CCN(Cc2ccc3c(c2)OCO3)CC1 ?
HRas wt GTP: 99; Rab7 wt GTP bind: 97; Mcl-1 Bim block: -5; Rab2A wt mod: 97; Pf gametocyte: 19; Mcl1-Bid inh: 4; Mcl1 Noxa PPI: 29; Rac1 act GTP bind: 98; Rac1 wt modul: 103; Cdc42 wt GTP: 100; RGS8-Gao reg: 106

What do the screens show for `COCCNC(=O)C(c1ccc(C)o1)N(C(=O)Cn1nnc2ccccc21)c1ccccc1` (stereo unspecified)?
HRas wt GTP: 93; Rab7 wt GTP bind: 96; Mcl-1 Bim block: -1; Rab2A wt mod: 96; Mcl1-Bid inh: 16; Mcl1 Noxa PPI: 4; Rac1 act GTP bind: 94; Rac1 wt modul: 97; Cdc42 wt GTP: 93; RGS8-Gao reg: 102

What do the screens show for `COc1ccccc1Oc1nnnn1-c1ccc(C(N)=O)cc1`?
HRas wt GTP: 101; Rab7 wt GTP bind: 104; Mcl-1 Bim block: -3; Rab2A wt mod: 101; Mcl1-Bid inh: -21; Mcl1 Noxa PPI: 9; Rac1 act GTP bind: 100; Rac1 wt modul: 100; Cdc42 wt GTP: 101; RGS8-Gao reg: 102

Results for Cc1cc(C)nc(NC(=O)COc2cc(Cl)cc(Cl)c2)n1 ?
HRas wt GTP: inconclusive; Rab7 wt GTP bind: inconclusive; Mcl-1 Bim block: 0; Rab2A wt mod: inconclusive; Mcl1-Bid inh: -1; Mcl1 Noxa PPI: 10; Rac1 act GTP bind: inconclusive; Rac1 wt modul: inconclusive; Cdc42 wt GTP: inconclusive; RGS8-Gao reg: 98

How did O=C(CCN1CCOCC1)N/N=C/c1cc(Br)cc(Br)c1O do in these assays?
HRas wt GTP: 92; Rab7 wt GTP bind: 96; Mcl-1 Bim block: -3; Rab2A wt mod: 91; Pf gametocyte: -17; Mcl1-Bid inh: -41; Mcl1 Noxa PPI: -31; Rac1 act GTP bind: 91; Rac1 wt modul: 90; Cdc42 wt GTP: 92; RGS8-Gao reg: 84

How did O=C(O)c1cc2ncc(CCO)cn2n1 do in these assays?
HRas wt GTP: 96; Rab7 wt GTP bind: 92; Mcl-1 Bim block: -1; Rab2A wt mod: 93; Mcl1-Bid inh: -10; Mcl1 Noxa PPI: 17; Rac1 act GTP bind: 95; Rac1 wt modul: 99; Cdc42 wt GTP: 97; RGS8-Gao reg: 100

How did O=C(CN1CCN(S(=O)(=O)c2ccc(Cl)cc2)CC1)NC(=O)NC1CCCCC1 do in these assays?
HRas wt GTP: 96; Rab7 wt GTP bind: 96; Mcl-1 Bim block: -2; Rab2A wt mod: 95; Mcl1-Bid inh: -12; Mcl1 Noxa PPI: -4; Rac1 act GTP bind: 95; Rac1 wt modul: 91; Cdc42 wt GTP: 94; RGS8-Gao reg: 102

What do the screens show for `COc1ccc(-c2ccnc3nc(Sc4ncc(C(F)(F)F)cc4Cl)nn23)cc1`?
HRas wt GTP: 95; Rab7 wt GTP bind: 99; Mcl-1 Bim block: -8; Rab2A wt mod: 97; Mcl1-Bid inh: -12; Mcl1 Noxa PPI: 7; Rac1 act GTP bind: 94; Rac1 wt modul: 99; Cdc42 wt GTP: 95; RGS8-Gao reg: 101

Results for CCOC(=O)/C=C(\C)N1N=C(c2ccccc2)CC1c1ccccc1 (stereo unspecified) ?
HRas wt GTP: 104; Rab7 wt GTP bind: 109; Mcl-1 Bim block: -1; Rab2A wt mod: 107; Pf gametocyte: 7; Mcl1-Bid inh: -22; Mcl1 Noxa PPI: 10; Rac1 act GTP bind: 98; Rac1 wt modul: 105; Cdc42 wt GTP: 102; RGS8-Gao reg: 99

What do the screens show for `CCOc1ncccc1C(=O)OCC(=O)Nc1cccc(C(C)=O)c1`?
HRas wt GTP: 101; Rab7 wt GTP bind: 99; Mcl-1 Bim block: 3; Rab2A wt mod: 99; Mcl1-Bid inh: -22; Mcl1 Noxa PPI: 1; Rac1 act GTP bind: 102; Rac1 wt modul: 105; Cdc42 wt GTP: 102; RGS8-Gao reg: 99

What do the screens show for `CCn1nnnc1NCc1ccc(OCc2c(F)cccc2Cl)c(OC)c1`?
HRas wt GTP: 99; Rab7 wt GTP bind: 107; Mcl-1 Bim block: 2; Rab2A wt mod: 103; Pf gametocyte: -22; Mcl1-Bid inh: -26; Mcl1 Noxa PPI: 8; Rac1 act GTP bind: 94; Rac1 wt modul: 100; Cdc42 wt GTP: 97; RGS8-Gao reg: 100

Results for COc1ccc(/C=N\NC(=O)c2cccc(Br)c2)c(OC)c1 ?
HRas wt GTP: 99; Rab7 wt GTP bind: 102; Mcl-1 Bim block: 1; Rab2A wt mod: 99; Pf gametocyte: -7; Mcl1-Bid inh: 10; Mcl1 Noxa PPI: 20; Rac1 act GTP bind: 94; Rac1 wt modul: 99; Cdc42 wt GTP: 98; RGS8-Gao reg: 101

What do the screens show for `O=C(N/N=C/c1cccc(Oc2ccccc2)c1)c1cc[n+]([O-])cc1`?
HRas wt GTP: 91; Rab7 wt GTP bind: 94; Mcl-1 Bim block: 0; Rab2A wt mod: 93; Pf gametocyte: 19; Mcl1-Bid inh: -26; Mcl1 Noxa PPI: 19; Rac1 act GTP bind: 94; Rac1 wt modul: 98; Cdc42 wt GTP: 95; RGS8-Gao reg: 100

What do the screens show for `COc1ccc(CC(C)N2CCN(Cc3ccccc3)CC2)c(OC)c1` (stereo unspecified)?
HRas wt GTP: 100; Rab7 wt GTP bind: 96; Mcl-1 Bim block: -3; Rab2A wt mod: 98; Mcl1-Bid inh: 19; Mcl1 Noxa PPI: 25; Rac1 act GTP bind: 97; Rac1 wt modul: 99; Cdc42 wt GTP: 102; RGS8-Gao reg: 95

What do the screens show for `O=C(Nc1ccccc1)C1CC=CCC1C(=O)OCC1CCCO1` (stereo unspecified)?
HRas wt GTP: 101; Rab7 wt GTP bind: 97; Mcl-1 Bim block: -3; Rab2A wt mod: 98; Pf gametocyte: -4; Mcl1-Bid inh: -4; Mcl1 Noxa PPI: 5; Rac1 act GTP bind: 95; Rac1 wt modul: 99; Cdc42 wt GTP: 97; RGS8-Gao reg: 102

Results for O=C(C1=C[C@@H](c2coc3ccccc3c2=O)C[C@@H](OCc2ccc(CO)cc2)O1)N1CCOCC1 ?
HRas wt GTP: 99; Rab7 wt GTP bind: 103; Mcl-1 Bim block: 0; Rab2A wt mod: 98; Mcl1-Bid inh: -1; Mcl1 Noxa PPI: -27; Rac1 act GTP bind: 101; Rac1 wt modul: 102; Cdc42 wt GTP: 100; RGS8-Gao reg: 108

What do the screens show for `CN(Cc1ccccc1)C(=O)c1nc2ccccn2c1CN1CCc2sccc2C1`?
HRas wt GTP: 92; Rab7 wt GTP bind: 95; Mcl-1 Bim block: 0; Rab2A wt mod: 91; Pf gametocyte: -14; Mcl1-Bid inh: -13; Mcl1 Noxa PPI: -1; Rac1 act GTP bind: 91; Rac1 wt modul: 90; Cdc42 wt GTP: 94; RGS8-Gao reg: 103

Results for O=C(N/N=C/C=C/c1ccccc1[N+](=O)[O-])c1cc(-c2ccccc2)n[nH]1 ?
HRas wt GTP: 97; Rab7 wt GTP bind: 95; Mcl-1 Bim block: 2; Rab2A wt mod: 100; Pf gametocyte: 4; Mcl1-Bid inh: 6; Mcl1 Noxa PPI: 9; Rac1 act GTP bind: 97; Rac1 wt modul: 100; Cdc42 wt GTP: 97; RGS8-Gao reg: 101

What do the screens show for `COc1ccc(-c2csc(NC(=S)NC(=O)c3ccco3)n2)cc1`?
HRas wt GTP: 96; Rab7 wt GTP bind: 97; Mcl-1 Bim block: -2; Rab2A wt mod: 100; Pf gametocyte: -10; Mcl1-Bid inh: 34; Mcl1 Noxa PPI: 38; Rac1 act GTP bind: 97; Rac1 wt modul: 98; Cdc42 wt GTP: 98; RGS8-Gao reg: 99

What do the screens show for `CC(C)NC(=O)NC(=O)COC(=O)CCOc1ccccc1`?
HRas wt GTP: 102; Rab7 wt GTP bind: 100; Mcl-1 Bim block: -4; Rab2A wt mod: 102; Pf gametocyte: -17; Mcl1-Bid inh: 5; Mcl1 Noxa PPI: -22; Rac1 act GTP bind: 99; Rac1 wt modul: 103; Cdc42 wt GTP: 104; RGS8-Gao reg: 98

What do the screens show for `Cc1nc2cc(-c3ccccc3)nn2c(C)c1CCC(=O)N1CCN(c2ccccn2)CC1`?
HRas wt GTP: 100; Rab7 wt GTP bind: 99; Mcl-1 Bim block: 0; Rab2A wt mod: 97; Mcl1-Bid inh: -15; Mcl1 Noxa PPI: 5; Rac1 act GTP bind: 98; Rac1 wt modul: 102; Cdc42 wt GTP: 98; RGS8-Gao reg: 100

How did CC(C)CC1CCCCC1OC(=O)C[N+]1(C)CCCCC1 (stereo unspecified) do in these assays?
HRas wt GTP: inconclusive; Rab7 wt GTP bind: inconclusive; Mcl-1 Bim block: -1; Rab2A wt mod: inconclusive; Pf gametocyte: -14; Mcl1-Bid inh: -38; Mcl1 Noxa PPI: -13; Rac1 act GTP bind: inconclusive; Rac1 wt modul: inconclusive; Cdc42 wt GTP: inconclusive; RGS8-Gao reg: 102
